Bioassay records deposited in PubChem by several laboratories.
GPR55 LPI antagonism: GPR55 antagonists blocking LPI-driven arrestin recruitment, primary screen, imaging, U2OS, beta-arrestin-GFP, LPI agonist (AID 2013) | U2OS GPR55 beta-arrestin-GFP translocation imaging, LPI antagonism; higher % means a stronger effect | inhibition, % at 10 µM, or IC50 in µM where a hit was titrated | 290,000 tested, 0.13% active;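 active means spots per cell inhibited over 60%, with over 100 cells counted and total cytoplasm intensity under 500,000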;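 further: U2OS cells stably carrying GPR55 and arrestin-GFP stimulated by 5 µM LPI near EC80; imaged beta-arrestin-GFP aggregate spots per cell after agonist stimulation; plate controls were LPI-stimulated DMSO wells for no effect and DMSO wells without LPI for full effect; some results filed as inactive read as strong as hits; confirmed hits need IC50 under 10 µM and bright autofluorescent wells are also inconclusive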
GPR55 activation: GPR55 agonists via beta-arrestin recruitment, primary screen, imaging, U2OS cells, beta-arrestin-GFP redistribution (AID 1961); G-protein coupled receptor 55 (Homo sapiens); activation, % at 10 µM, or EC50 in µM where a hit was titrated; 290,000 tested, 0.048% active; U2OS GPR55 beta-arrestin-GFP redistribution imaging; higher % means a stronger effect;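 active means activation above 40% with more than 50 cells counted in the well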;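 further: U2OS osteosarcoma cells stably expressing GPR55 and beta-arrestin-GFP; plate controls were DMSO negative control for no effect and LPI positive control for full effect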
MgcRacGAP inhibition: MgcRacGAP GTPase-activating activity inhibitors, confirmation, biochemical, ADP Hunter fluorescence. Rac GTPase-activating protein 1 (Homo sapiens). MgcRacGAP-stimulated Rac1 GTP hydrolysis, ADP Hunter fluorescence; higher % means a stronger effect; GST-tagged Rac1 F28L mutant substrate. inhibition, % at 30 µM, or IC50 in µM where a hit was titrated. 340,000 tested, 0.6% active;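 active means first-screen hits whose inhibition reached a set limit at any dose in the follow-up dose series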;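 further: fluorescence reports GDP produced by GAP-driven GTP hydrolysis; strong numbers were not always called active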
K1F lysis inhibition: inhibition of K1F phage lysis, E. coli UTI89, bacterial capsule biogenesis inhibitors, alamar blue (AID 488966) | E. coli UTI89 K1F phage lysis, alamar blue, 2 h; higher % means a stronger effect | one-dose inhibition, % at 100 µM; IC50 in µM for titrated hits | 340,000 tested, 0.02% active;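 active means phage lysis inhibition, versus mean bacterial control, above a set limit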;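 further: capsule biogenesis inhibitors block K1F phage lysis so surviving cells raise fluorescence; higher fluorescence means more inhibition of phage lysis; actives were called in the ten point dose series up to 300 µM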
KOR beta-arrestin-1: KOR agonists, beta-arrestin recruitment, primary screen, cell-based, luminescence, uHTS (AID 1777). KOR beta-arrestin recruitment, luminescence; higher % means a stronger effect. activation, % at 10 µM, or EC50 in µM where a hit was titrated. 280,000 tested, 0.02% active; in the data active means activation above about 50%, passing the limit was not always enough; further: a part of the inactive calls stands beside numbers as strong as those of hits
KOR beta-arrestin-2: KOR antagonists, beta-arrestin recruitment, cell-based, luminescence, uHTS (AID 1778). 290,000 tested, 0.091% active. Kappa-type opioid receptor (Homo sapiens). KOR beta-arrestin recruitment, luminescence, antagonist mode; higher % means a stronger effect. inhibition, % at 10 µM, or IC50 in µM where a hit was titrated; in the data active means inhibition above about 50%; further: strong numbers were not always called active
GPR35 antagonists: GPR35 antagonists blocking zaprinast-driven arrestin recruitment, primary screen, imaging, U2OS, beta-arrestin-GFP, zaprinast agonist (AID 2058); U2OS GPR35 beta-arrestin-GFP translocation imaging, zaprinast antagonism; higher % means a stronger effect; one-dose inhibition, % at 10 µM; IC50 in µM for titrated hits; 290,000 tested, 0.052% active;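 active means inhibition of at least 50% with at least 30 cells and total cytoplasm GFP at most 10,000,000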
NOD1 NF-kB reporter: NOD1 signaling inhibitors, primary screen, cell-based, luminescence, uHTS (AID 1578) | NOD1-driven NF-kB luciferase reporter cells, luminescence; higher % means a stronger effect | one-dose inhibition, % at 4 µM; EC50 in µM for titrated hits | 290,000 tested, 1% active; in the data active means inhibition mostly above about 36%, no sharp cut-off; inactive means mostly below about 34%;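 further: HEK-293T reporter cells stimulated with the NOD1 agonist gamma-tri-DAP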
NTR1 agonist: agonists of NTR1, primary screen, imaging, U2OS cells, beta-arrestin-GFP, high content (AID 493036). Neurotensin receptor type 1 (Homo sapiens), P30989. NTR1-U2OS beta-arrestin-GFP spot imaging, agonist mode. 330,000 tested, 0.17% active. activation, % at 20 µM;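 active means activation at or above 40% of the spot to cytoplasm intensity ratio, with at least 20 cells analyzed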;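 further: 0% = DMSO without peptide and 100% = 100 nM NTR1 peptide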
Target sequence (P30989 whole entry, looked up): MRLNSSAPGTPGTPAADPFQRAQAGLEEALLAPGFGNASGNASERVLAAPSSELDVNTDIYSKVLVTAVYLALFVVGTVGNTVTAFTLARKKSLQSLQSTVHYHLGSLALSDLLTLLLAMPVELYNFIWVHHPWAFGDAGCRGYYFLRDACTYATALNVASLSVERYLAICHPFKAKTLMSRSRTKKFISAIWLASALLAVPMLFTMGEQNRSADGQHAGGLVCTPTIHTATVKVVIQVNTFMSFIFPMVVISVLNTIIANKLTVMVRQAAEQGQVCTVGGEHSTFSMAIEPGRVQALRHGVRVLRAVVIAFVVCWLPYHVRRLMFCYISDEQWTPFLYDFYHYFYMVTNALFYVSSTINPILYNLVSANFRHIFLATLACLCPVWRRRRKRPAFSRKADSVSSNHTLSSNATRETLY
NTR1 agonist cell count 20 µM: further read-out of NTR1 agonist, marked with its call; cell count; measured here: cell count, cytotoxicity flag
* hit, by the source's call; · = no result given; [ ] = remark or other dose.

SMILES	GPR55 LPI antagonism	GPR55 activation	MgcRacGAP inhibition	K1F lysis inhibition	KOR beta-arrestin-1	KOR beta-arrestin-2	GPR35 antagonists	NOD1 NF-kB reporter	NTR1 agonist	NTR1 agonist cell count 20 µM
CC(C)(C)C(=O)COC(=O)c1ccc(N)c([N+](=O)[O-])c1	4%	-0.3%	8%	2.1%	-1.4%	14%	10%	-39%	-1.9	70
O=C(N/N=C/c1ccc(-c2ccccc2)o1)c1ccccc1O	5%	-0.2%	8%	0.0%[50 µM]	·	-5%	12%	-2%	2.1	67
O=S(=O)(NCCc1ccc(F)cc1)c1cccc2cccnc12	15%	0.3%	·	·	-12%	-23%[20 µM]	9%	-10%	1.0	49
COc1ccc(C(=O)CC(=O)C(=O)Nc2ccc(C)c(C)c2)cc1	3%	0.0%	3%	0.3%	-6.4%	25%	2%	0%	0.9	82
C=CCSC1=C(C#N)C(c2ccccc2OC)CC(=O)N1 (stereo not drawn)	-1%	0.3%	6%	-0.1%	1.7%	-45%	-15%	0%	0.0	66
O=C(CCN1C(=O)C2C3CCC(C3)C2C1=O)Nc1ccccc1Cl (stereo not drawn)	8%	-0.1%	3%	-0.2%	1.1%	-22%	4%	-22%	-0.1	49
Cc1ccc(-c2nnc(SCC(=O)N/N=C/c3ccccc3C(=O)O)n2-c2ccccc2)cc1	3%	0.0%	·	·	-2.8%	-2%	-14%	-25%	1.7	30
COc1ccc(C(=O)C2CCCN(C(=O)Cn3ccc(C)n3)C2)cc1OC (stereo not drawn)	2%	-0.1%	7%	0.2%	·	-30%[20 µM]	-7%	-18%	2.7	31
O=c1cnc2ccccc2n1Cc1ccccc1C(F)(F)F	5%	-0.1%	-6%	-0.3%	1.9%	-60%	0%	-41%	0.4	43
C/C(=N\NC(=O)C1COc2ccccc2O1)c1ccc(N2CCOCC2)cc1 (stereo not drawn)	-15%	-0.4%	4%	2.7%	0.1%	-22%	17%	-28%	1.2	71
O=[N+]([O-])c1ccc2c(c1)nnn2-c1ccccc1	4%	-0.1%	10%	0.2%	7.0%	-10%	4%	4%	0.0	57
Cc1cc(C)cc(OCC(=O)OCC(=O)Nc2ccc(Cl)cn2)c1	-11%	0.2%	2%	0.1%	-1.4%	-1%	8%	16%	-0.8	58
CN1CCC(Oc2ccccc2Sc2ccc(C(F)(F)F)cc2)CC1	18%	-0.2%	11%	5.4%[50 µM]	2.2%	-9%	10%	-18%	1.8	65
CCOC(=O)C1=NN(C(=O)c2ccco2)C2(CC2)C1	-4%	-0.4%	-21%	1.4%[50 µM]	-2.0%	-7%	-1%	3%	0.2	60
O=C(COc1ccc2ccc(=O)oc2c1)Nc1ccc(CCO)cc1	-6%	0.3%	5%	0.0%	-4.5%	-28%	10%	-6%	0.9	49
CCC(=O)N/N=C(\C)CC(=O)Nc1cccc([N+](=O)[O-])c1	-4%	-0.5%	4%	3.1%	-2.0%	13%	6%	-19%	-1.1	77
Cc1ccc2c(c1)c(N=NC(N)=O)c(O)n2C	-5%	-0.1%	6%	0.3%	·	-24%[20 µM]	21%	-28%	0.7	77
COC(=O)c1sccc1NC(=O)C1C2C=CC(C2)C1C(=O)O (stereo not drawn)	3%	-0.4%	9%	9.5%	2.2%	3%	0%	-6%	0.9	92
COC(=O)c1cn(C(=O)c2cccc(C)c2)c2ccccc12	-30%	-0.2%	11%	0.3%	·	-41%[20 µM]	-4%	-36%	3.8	75
Cc1ccc(CN2CCNC(=O)C2CC(=O)NCc2cc(C)n(C)n2)cc1 (stereo not drawn)	3%	0.2%	5%	-0.1%	-4.3%	0%	-2%	-13%	-0.6	73
CCN(CC)CCCNC(=S)N1CCN(c2nc3ccccc3n2CC)CC1	13%	0.2%	11%	0.9%	-2.4%	-60%[20 µM]	-2%	-25%	0.3	64
Cc1cc(C(=O)NNC(=S)NCc2ccco2)nn1C	2%	-0.6%	7%	-0.3%	3.7%	-11%	-11%	-26%	0.0	29
CCCOC(=O)NC(CC)COC(=O)Nc1cccc(C)c1C (stereo not drawn)	12%	0.0%	14%	0.0%	-4.1%	8%	6%	19%	1.1	44
CC(=O)c1cccc(NC(=O)c2csc3c2CCCCC3)c1	10%	-0.2%	-2%	0.4%	-5.7%	-7%	-16%	-14%	0.6	72
Cc1oc(-c2cc3c(cc2Cl)OCO3)nc1CN1CCCC1c1ccc(F)cc1 (stereo not drawn)	22%	0.4%	12%	0.0%	·	-36%[20 µM]	-3%	-24%	1.5	96
CC(=O)NC(=S)Nc1ccc2oc(-c3cc(F)c(F)cc3Cl)nc2c1	-6%	0.0%	5%	-2.1%	0.8%	-51%[20 µM]	-2%	-52%	2.0	38
COc1ccc(C)cc1S(=O)(=O)N1CCC(C(=O)NCCc2ccccc2)CC1	-12%	-0.2%	14%	-1.3%	5.9%	31%	3%	-14%	-0.7	67
Cc1cc(NC(=O)CCC(=O)N(CC(=O)NC2CCCC2)c2ccc(Cl)cc2)no1	-19%	0.3%	6%	0.1%	3.6%	-37%	-4%	-13%	1.7	49
CCCCn1c(=O)c(CC(C)=O)nc2ccccc21	5%	0.5%	16%	0.0%	0.1%	-12%	-19%	-7%	2.0	81
Nc1ccc(C(=O)OCc2nc3cc4ccccc4cc3[nH]2)cc1	3%	-0.1%	22%	0.0%	6.6%	-21%	-9%	6%	0.7	57

Part of the list above, with each value named:
COc1ccc(C)cc1S(=O)(=O)N1CCC(C(=O)NCCc2ccccc2)CC1
  GPR55 LPI antagonism: -12%
  GPR55 activation: -0.2%
  MgcRacGAP inhibition: 14%
  K1F lysis inhibition: -1.3%
  KOR beta-arrestin-1: 5.9%
  KOR beta-arrestin-2: 31%
  GPR35 antagonists: 3%
  NOD1 NF-kB reporter: -14%
  NTR1 agonist: -0.7
  NTR1 agonist cell count 20 µM: 67

CCCOC(=O)NC(CC)COC(=O)Nc1cccc(C)c1C (stereo not drawn)
  GPR55 LPI antagonism: 12%
  GPR55 activation: 0.0%
  MgcRacGAP inhibition: 14%
  K1F lysis inhibition: 0.0%
  KOR beta-arrestin-1: -4.1%
  KOR beta-arrestin-2: 8%
  GPR35 antagonists: 6%
  NOD1 NF-kB reporter: 19%
  NTR1 agonist: 1.1
  NTR1 agonist cell count 20 µM: 44

Cc1oc(-c2cc3c(cc2Cl)OCO3)nc1CN1CCCC1c1ccc(F)cc1 (stereo not drawn)
  GPR55 LPI antagonism: 22%
  GPR55 activation: 0.4%
  MgcRacGAP inhibition: 12%
  K1F lysis inhibition: 0.0%
  KOR beta-arrestin-1: ·
  KOR beta-arrestin-2: -36%[20 µM]
  GPR35 antagonists: -3%
  NOD1 NF-kB reporter: -24%
  NTR1 agonist: 1.5
  NTR1 agonist cell count 20 µM: 96

Cc1cc(NC(=O)CCC(=O)N(CC(=O)NC2CCCC2)c2ccc(Cl)cc2)no1
  GPR55 LPI antagonism: -19%
  GPR55 activation: 0.3%
  MgcRacGAP inhibition: 6%
  K1F lysis inhibition: 0.1%
  KOR beta-arrestin-1: 3.6%
  KOR beta-arrestin-2: -37%
  GPR35 antagonists: -4%
  NOD1 NF-kB reporter: -13%
  NTR1 agonist: 1.7
  NTR1 agonist cell count 20 µM: 49

New compounds follow:
SMILES	GPR55 LPI antagonism	GPR55 activation	MgcRacGAP inhibition	K1F lysis inhibition	KOR beta-arrestin-1	KOR beta-arrestin-2	GPR35 antagonists	NOD1 NF-kB reporter	NTR1 agonist	NTR1 agonist cell count 20 µM
CN1CCN(c2sc(S(C)(=O)=O)nc2S(=O)(=O)c2ccc(Cl)cc2)CC1	2%	0.5%	9%	0.2%	-1.0%	-7%	3%	18%	1.5	57
Cc1ccc(C(=O)NC(C)c2ccncc2)o1 (stereo not drawn)	10%	0.0%	8%	0.2%	2.4%	-8%	-5%	-28%	1.7	70
Cc1ncc(CO)c(/C=N/NC(=S)Nc2ccc(F)cc2)c1O	15%	0.2%	8%	-1.6%	15%	-28%	-12%	-19%	1.1	47
Cc1ccccc1-n1c(SCC(N)=O)nc2sc(-c3ccccc3)cc2c1=O	-3%	-0.2%	11%	1.2%	2.4%	-34%	-4%	-8%	5.6	36
O=C(NC1CC1)c1ccc(-n2cccc2)cc1	2%	0.1%	-1%	0.3%	-1.6%	18%	-3%	-56%	0.5	61
Cc1cc(C)c(NS(=O)(=O)c2cccc3cccnc23)c(C)c1	3%	0.0%	-12%	2.2%	6.1%	-10%	16%	-18%	0.6	27
CN(CCC1CCCCO1)C(=O)CCc1nnc(CCc2ccccc2)o1 (stereo not drawn)	14%	-0.1%	4%	-0.1%	-3.2%	8%	1%	-40%	3.0	53
COc1ccc(Nc2nc(C)cc(C)c2C#N)c(OC)c1	-9%	-0.1%	10%	-0.3%	-4.1%	-11%[20 µM]	2%	-19%	0.2	79
CC(c1ccon1)N(C)Cc1cn[nH]c1-c1ccc(-c2ccccc2)cc1 (stereo not drawn)	-1%	-0.2%	5%	-0.3%	3.4%	-22%	-18%	-6%	0.8	78
CC(C)(c1ccccc1)c1ccc(OCCCNCCO)cc1	17%	-0.2%	18%	-2.4%	-3.1%	-17%	9%	-8%	2.8	70
Cc1cccc(C)c1NC(=S)NCCSc1ccc(Cl)cc1	8%	-0.4%	5%	0.1%	1.9%	-14%	10%	-11%	7.8	71
OC(CN1CCOCC1)CN(c1ccccc1)c1ccccc1 (stereo not drawn)	12%	-0.2%	11%	-0.1%	0.9%	-1%	18%	-1%	-0.7	51
O=C1/C(=C/c2ccccn2)SC(=S)N1N1CCOCC1	10%	-0.2%	4%	1.8%	0.2%	-13%	5%	-7%	3.2	57

Not all compounds are listed; the hit share may differ from the screen's.
